Bioassay records from PubChem BioAssay.
NOD2 RIPK2 PPI = NOD2-RIPK2 binding disruptors in cells, primary screen, fluorescence, CHO cells, BLA complementation | Receptor-interacting serine/threonine-protein kinase 2 (Homo sapiens), O43353 | CCF4 ratio | inhibition, % at 4.98 µM | hit rate 0.38% among 360,000; in the data active = inhibition above about 21%;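 also: 0% = vehicle only and 100% = reference blocker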
HTR2A ag = mouse Htr2a agonists via beta-arrestin recruitment, primary screen, cell-based, luminescence; CHO-K1 mHTR2A beta-arrestin complementation; percent of 30 µM serotonin response; activation, % at 7.6 µM; hit rate 0.66% among 360,000; 5-hydroxytryptamine receptor 2A (Mus musculus), P35363;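 active = activation above a run cutoff, the mean activation of all tested compounds plus 3 SD, cut at about 14% in these data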;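 also: 0% = plate median of compound wells and 100% = 30 µM serotonin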
Target sequence (P35363 whole entry, looked up): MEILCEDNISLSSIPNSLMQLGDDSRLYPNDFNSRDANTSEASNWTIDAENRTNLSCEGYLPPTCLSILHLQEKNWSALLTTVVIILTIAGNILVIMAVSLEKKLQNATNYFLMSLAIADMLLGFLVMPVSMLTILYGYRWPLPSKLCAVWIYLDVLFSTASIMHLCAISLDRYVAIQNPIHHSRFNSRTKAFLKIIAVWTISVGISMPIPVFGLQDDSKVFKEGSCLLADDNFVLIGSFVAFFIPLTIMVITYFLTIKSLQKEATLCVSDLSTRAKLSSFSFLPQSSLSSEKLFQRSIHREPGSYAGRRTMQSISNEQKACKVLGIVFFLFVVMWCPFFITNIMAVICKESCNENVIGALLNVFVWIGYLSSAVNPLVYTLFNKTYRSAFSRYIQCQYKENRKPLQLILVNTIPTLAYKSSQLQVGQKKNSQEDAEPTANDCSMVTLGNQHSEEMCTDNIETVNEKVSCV
ABCB6 inh 2 = ABCB6 transporter inhibitors, primary screen, K562-ABCB6 cells, flow cytometry, MLPCN library | AID 602162, 2011 | ATP-binding cassette sub-family B member 6 (Homo sapiens), Q9NP58 | K562-ABCB6 porphyrin accumulation, 1 h; hits give low values | fluorescence ratio to DMSO, % at 10 µM | hit rate 0.19% among 360,000;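 active = fluorescence ratio to DMSO below 75%, the collection mean minus 3 SD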;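 also: signal is porphyrin accumulated inside mitochondria; 100% equals median channel fluorescence of DMSO control wells; lower ratio means ABCB6 inhibition with less porphyrin fluorescence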
N-glyco inh = increase of ERlucT glycosylation luciferase signal, primary screen, N-linked glycosylation inhibitor project, D54 ERlucT cells, luminescence, set 2. D54 ERlucT glycosylation luciferase reporter, 24 h; percent of 100 nM tunicamycin response. reporter increase, % at 12.5 µM. AID 588692, 2011. hit rate 0.23% among 360,000;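 active = mean luciferase reporter signal, scaled so untreated is 0 and the glycosylation-blocking control 100, at or above a set limit in every replicate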;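 also: luciferase carries N-glycosylation sites so blocking glycosylation raises the light; 0% = median of neutral control wells and 100% = median of 100 nM tunicamycin wells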
SRC2 inh = inhibition of GAL4-SRC2 driven luciferase reporter, primary screen, SRC2 inhibitor project, cell-based, luminescence. Nuclear receptor coactivator 2 (Homo sapiens), Q15596. HEK293 GAL4-SRC2 luciferase reporter. inhibition, % at 9 µM. hit rate 0.17% among 370,000;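 active = inhibition above the mean inhibition of all tested compounds plus 3 SD, set per campaign, cut at about 52% in these data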;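 also: 0% = DMSO treated cells and 100% = cells given Gossypol at 36 µM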
ABHD5-PLIN5 inh = ABHD5-PLIN5 interaction inhibitors, primary screen, cell lysate, split luciferase complementation, luminescence; Perilipin-5 (Homo sapiens) + 1-acylglycerol-3-phosphate O-acyltransferase ABHD5 (Homo …; Split G. princeps luciferase complementation, 4 h; inhibition, % at 4 µM; hit rate 0.78% among 360,000; AID 602281, 2012;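 active = inhibition above the mean inhibition across every tested compound plus 3 SD, cut at about 22% in these data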;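 also: 0% = DMSO only wells and the 100% control is not disclosed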
TLR9-MyD88 inh = inhibitors of TLR9-MyD88 association in cells, primary screen, cell-based, CHO, BLA complementation, fluorescence. Toll-like receptor 9 (Homo sapiens) + Myeloid differentiation primary response protein …. CCF4 FRET ratio. inhibition, % at 4.98 µM. hit rate 0.21% among 340,000. AID 504734, 2011;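 active = inhibition above the mean over all tested compounds plus 3 SD, cut at about 21% in these data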;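 also: 0% = DMSO only wells and 100% = clavulanate BLA inhibitor control wells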
MC4R antag cAMP = MC4R antagonists of cAMP signaling, primary screen, cell-based, TR-FRET, antagonist arm of biased-ligand search | inhibition, % at 6.5 µM | MC4R-expressing cells, MTII-stimulated cAMP, LANCE TR-FRET | hit rate 0.48% among 360,000 | AID 540295, 2011 | Melanocortin receptor 4 (Homo sapiens), P32245;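 active = inhibition above its plate's cutoff, the mean of tested wells on that plate plus 3 SD, cut at about 29% in these data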;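 also: 0% = Melanotan II alone and 100% = Melanotan II plus saturating MCL0020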
Target sequence (P32245 whole entry, looked up): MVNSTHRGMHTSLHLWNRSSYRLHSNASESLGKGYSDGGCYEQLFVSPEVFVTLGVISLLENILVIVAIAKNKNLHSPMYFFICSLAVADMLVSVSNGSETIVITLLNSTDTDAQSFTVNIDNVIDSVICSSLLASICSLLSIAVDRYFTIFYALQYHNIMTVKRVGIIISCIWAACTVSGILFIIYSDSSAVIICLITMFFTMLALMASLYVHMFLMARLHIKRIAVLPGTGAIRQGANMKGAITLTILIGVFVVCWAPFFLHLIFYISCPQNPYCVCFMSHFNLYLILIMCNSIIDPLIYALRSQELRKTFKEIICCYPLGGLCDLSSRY
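Assay system: U2OS-MC4R stable cell line; Also added: Melanotan II; Technique: Eu-cAMP/anti-cAMP TR-FRET, emission 671 nm; Times: 30-min compound, 1-h challenge, 1-h detection, room temperature.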
MC4R barr agon = MC4R agonists recruiting beta-arrestin, primary screen, cell-based, luminescence, agonist arm of biased-ligand search; Melanocortin receptor 4 (Homo sapiens), P32245; U2OS MC4R beta-arrestin complementation; percent of melanotan II response, DMSO zero; activation, % at 8.9 µM; hit rate 0.98% among 360,000;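 active = activation above a per-plate cutoff, the mean activation of sample wells on that plate plus 3 SD, cut at about 8% in these data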
H9c2 protect = cardioprotection against H2O2-induced cell death, primary screen, uHTS, H9c2 cells, ATPLite luminescence; H9c2 cardiomyocytes, H2O2 injury protection, 2 h; protection from H2O2 cell death, % at 20 µM; hit rate 0.63% among 360,000;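 active = compounds giving at least 50% protection of heart cells from peroxide-induced death in the single-dose screen, raw or plate-pattern-corrected value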;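 also: 0% = DMSO wells with peroxide and 100% = DMSO wells without peroxide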
Starred values were filed as active, the others as inactive; · = no result given.

SMILES	NOD2 RIPK2 PPI	HTR2A ag	ABCB6 inh 2	N-glyco inh	SRC2 inh	ABHD5-PLIN5 inh	TLR9-MyD88 inh	MC4R antag cAMP	MC4R barr agon	H9c2 protect
Cc1ccc(NC(=O)CSc2nnc([C@H](C)NC(=O)OC(C)(C)C)o2)c(C)c1	-9.4	9.0	100.0	2.6	3.7	0.1	·	13.6	-1.0	2.6
Cc1cc(C)nc(SCC2COc3ccccc3O2)n1 (stereo not given)	-14.2	-4.6	100.0	-0.3	-33.3	0.5	-2.7	-7.9	-0.9	-10.5
Cc1nc(NC(=O)c2ccc(Br)o2)sc1C	-1.8	-1.6	98.0	-4.2	-34.1	-2.4	4.9	-2.5	-1.4	-5.2
CN(C)c1ccc(-c2ccnc3c2CC(C)(C(=O)Nc2cccc(N(C)C)c2)O3)cc1 (stereo not given)	-1.0	-2.9	106.0	-1.6	-1.6	10.6	·	14.0	-0.3	-4.9
O=[N+]([O-])c1cc(F)cc(F)c1Nc1ccc(F)cc1	-10.3	0.5	91.0	-0.6	3.8	-0.1	-4.9	-2.8	-1.2	-6.1
O=C(NCc1ccncc1)c1ccc(N2CCCC2)c([N+](=O)[O-])c1	7.5	-3.3	95.0	2.6	-4.7	4.0	-8.7	12.5	-2.1	-12.3
COc1ccc(CNc2oc(COc3ccccc3Cl)nc2C#N)cc1	-0.9	-5.1	98.0	-3.1	12.2	-4.0	-2.7	6.1	6.6	-7.9
CC(C)(C)C(=O)Nc1ccc(S(=O)(=O)N2CCCC2)cc1	-3.4	0.5	104.0	0.0	5.5	12.8	-4.9	26.1	0.6	2.5
COc1cccc(C(C(=O)NC2CCCCC2)N(C(=O)CNC(=O)c2ccco2)c2cccnc2)c1 (stereo not given)	-0.5	-0.8	105.0	2.5	-2.2	0.4	-11.2	24.2	1.4	-4.6
CCOc1ccc2oc(C(=O)OCC(=O)N3CCCC(C)C3)c(C)c2c1 (stereo not given)	-2.3	3.4	93.0	-3.2	-15.5	14.3	-1.7	2.7	0.7	0.7
Cc1ccc(C23CCC(=O)N2C(C(=O)O)CS3)c(C)c1 (stereo not given)	-6.8	1.2	96.0	0.7	-15.6	-1.1	-1.6	-0.2	-2.1	7.8
O=C(O)CN1C(=O)S/C(=C\c2ccc3c(c2)OCO3)C1=O	-8.7	2.3	100.0	0.3	5.4	-3.1	1.4	0.2	-0.5	2.5
Cc1ccc(S(=O)(=O)N(C)CCCC(=O)NC(C)(C)CO)cc1	-0.9	3.1	93.0	-0.3	-26.8	6.1	2.6	-1.5	-2.7	7.1
CN(CC(=O)Nc1ccccc1Cl)C(=O)COC(=O)c1ccccc1[N+](=O)[O-]	-4.6	-8.5	97.0	1.2	·	3.5	1.2	6.6	-3.1	-1.1
CCCNC(=O)c1cc(Cl)c(NC(=O)C2=CSCCO2)cc1OC	-6.6	-2.1	95.0	3.2	-47.4	-3.0	-16.5	7.3	-3.6	-2.4
CSc1ncccc1C(=O)OCC(=O)NC1CCS(=O)(=O)C1 (stereo not given)	-12.1	2.9	·	1.6	-10.8	2.8	-2.9	2.9	-1.0	-0.2
CCOCCCNC(=S)NC1CC2CCC(C1)N2Cc1ccccc1 (stereo not given)	3.6	0.0	103.0	-0.5	-3.0	-1.1	·	-11.2	-0.4	20.2
COc1ccc(Nc2nc(-c3c[nH]c4ccccc34)cs2)cc1	0.5	-3.4	114.0	-9.3	-35.8	-20.9	7.0	0.9	-2.3	-7.6
CN(Cc1ccccc1)S(=O)(=O)c1ccc(S(=O)(=O)N(Cc2ccc(F)cc2)C2CCCC2)cc1	-1.9	0.9	98.0	-6.6	-23.1	0.8	16.3	4.4	-2.5	-2.0
COc1cccc(C2c3cc4c(cc3OC(N3CCCC3)C2C)OCO4)c1O (stereo not given)	-6.4	-0.2	100.0	6.8	29.5	-6.4	-0.9	3.1	-1.9	-0.4
Cc1cc(Nc2cccc(Br)c2)c2ccccc2n1	-4.7	-6.3	93.0	-2.9	-0.5	6.0	3.5	-3.9	-0.9	-11.6
CCOCCCNC(=O)C(NC(=O)Cc1cccs1)c1ccc(Cl)cc1 (stereo not given)	-11.3	-0.7	99.0	2.5	16.4	-1.4	7.9	-4.8	-1.4	11.9
Cc1ccc(S(=O)(=O)Nc2cccc(C(=O)NCc3cccnc3)c2)cc1F	8.3	2.9	106.0	13.0	0.2	-5.5	0.4	-12.5	-1.1	-6.9
COc1ccc(Cl)cc1NC(=O)CN(C)C(=O)c1cccc2cccnc12	-7.6	-5.9	101.0	1.0	2.7	-2.7	3.6	4.6	-1.3	0.4
O=C1CC(SCc2nc3ccccc3[nH]2)C(=O)N1c1cccc(Cl)c1 (stereo not given)	-1.7	-3.1	93.0	0.3	-0.5	-6.0	1.0	5.9	-1.7	18.0
O=C1C2C(C(=O)N1CCN1CCN(Cc3ccc([N+](=O)[O-])cc3)CC1)[C@H]1C=C[C@@H]2C1 (stereo not given in full)	-10.1	-5.7	99.0	0.6	12.4	-1.0	-7.8	-3.7	-0.5	0.3
CCOc1ccccc1N(C)C(=O)c1cc2c(=O)n(CC)c3ccccc3c2s1	-2.8	1.1	91.0	-0.3	-14.3	8.2	5.4	-25.5	2.8	6.9
CN(C)CCN(Cc1cc2cc3c(cc2[nH]c1=O)OCO3)C(=S)NCC1CCCO1 (stereo not given)	-6.6	2.4	98.0	0.6	1.8	-1.3	-3.7	15.1	3.1	5.5
O=C(CN(Cc1ccccc1)C(=O)CCC(=O)Nc1nccs1)NCc1ccccc1	-10.2	4.1	94.0	1.0	-7.8	5.0	-5.3	5.2	-1.2	-2.1
O=C(NCC(=O)N(Cc1ccco1)C(C(=O)NC1CCCC1)c1cccnc1)c1cccs1 (stereo not given)	7.3	6.1	97.0	-0.5	13.1	0.2	-2.2	-1.7	-0.1	0.7
O=C(CN1CCCCC1)NNc1nc(-c2ccccc2)c2cc(Br)ccc2n1	-17.0	0.2	99.0	0.5	10.3	5.8	-1.8	-0.8	-2.8	8.3
Cc1[nH]n(-c2ccccc2)c(=O)c1-c1cccc(Cl)c1	-5.5	1.1	103.0	0.4	-0.1	3.1	5.5	8.4	-1.9	-7.2
C#CCOCCOCCOCCNc1nc(N2CCN(C(=O)[C@H](CC(N)=O)n3cc([C@@H](N)CC(N)=O)nn3)CC2)nc(N2CCN(C(=O)[C@H](CC(N)=O)n3cc([C@@H](N)CC(N)=O)nn3)CC2)n1	-13.9	7.2	97.0	2.0	-12.0	-2.5	-4.1	-1.7	-0.4	-12.7
CCc1ccc2[nH]c(=O)c(CN(CCCN3CCOCC3)C(=O)Nc3cccc(Cl)c3)cc2c1	8.7	-6.0	97.0	-0.6	-5.4	10.2	1.5	-0.2	-2.4	32.0
COc1ccc(C(=O)OCC(=O)N2CCN(C(=O)c3ccco3)CC2)c(OC)c1OC	4.1	0.4	92.0	5.0	-16.3	4.5	4.6	7.5	0.8	3.8
COc1ccccc1C(C(=O)c1ccccc1)c1ccc2ccccc2c1 (stereo not given)	-13.4	-2.6	·	·	-16.4	-9.9	·	·	·	·
Cc1cc(=O)oc2c3c4c(cc12)OCCN4CCC3	-5.0	-3.1	119.0	0.7	1.8	-2.9	-6.6	-2.0	-2.0	11.1
O=C(Nc1ccc(NC(=O)C2CCCCC2)nc1)c1cccs1	-4.5	5.2	100.0	-1.3	-46.1	-0.4	-4.1	0.2	-0.8	4.0
CCc1cccc(C)c1NC(=O)CN(C)Cc1ccccc1F	-9.0	2.8	99.0	-0.3	25.3	6.2	-0.7	2.9	0.0	-3.1
COCCNC(=O)C(c1ccncc1)N(C(=O)c1sc(C)nc1C)c1cccc(C)c1 (stereo not given)	-1.7	5.5	97.0	1.3	-17.2	-2.8	2.9	-2.6	-2.9	0.8
CCc1ccc2c(c1)C(C)=CC(C)(C)N2	-3.0	2.7	116.0	1.0	1.4	-0.2	-2.7	7.7	0.4	-6.3
Cc1cc(/C=C2/SC(=S)N(c3ccc([N+](=O)[O-])cc3)C2=O)c(C)n1-c1cccnc1	-4.2	5.0	124.0	-5.3	20.0	-1.2	-2.1	6.2	-2.6	-30.4
COc1ccc(Br)cc1CN1CCCC(C(=O)N2CCCCC2)C1 (stereo not given)	-7.0	0.2	100.0	-0.1	-3.0	-0.3	-21.8	-1.2	-1.5	-6.9
N#C/C(=C(/O)c1ccc(Cl)c([N+](=O)[O-])c1)c1nc2ccccc2[nH]1	-11.2	1.4	92.0	1.0	-8.4	-2.3	2.5	5.9	-1.8	-15.3
O=C1CCC(=O)N1CC1CC2CCC1C2 (stereo not given)	-3.4	-10.5	99.0	0.7	0.9	6.1	-6.7	36.8*	0.5	1.8
COc1ccc(-c2c(C#N)c(SCc3c(C)noc3C)nc3c2C(=O)CC(C)(C)C3)cc1	3.6	17.5*	104.0	-6.3	-13.9	10.6	0.2	14.4	-1.1	7.8
CC(C)C12CN3CC(C(C)C)(CN(C1)C31C(=O)Nc3ccccc31)C2=O (stereo not given)	-0.6	4.9	95.0	-0.9	-43.8	-0.3	3.8	2.5	2.5	13.1
Cc1cccc(OCC(=O)Nc2ccc3c4c(cccc24)CC3)c1C	-4.8	-6.5	104.0	-3.4	15.8	-4.2	20.0	-0.7	30.7*	0.5
CCOC(=O)[C@@H]1[C@H]2COc3ccccc3[C@H]2N2C(=O)N(c3cccc(Cl)c3)C(=O)[C@@]12C	-9.8	4.2	100.0	-2.1	·	-11.3	2.9	-5.1	1.8	-4.7
CN(C)C(CNC1CC(C)(C)NC(C)(C)C1)c1cccc(F)c1 (stereo not given)	0.2	7.0	100.0	-2.1	-15.6	1.6	-9.2	-3.1	-1.0	4.1
CCC(CC)C(=O)Nc1cc(C(=O)OC)ccc1C(=O)OC	-3.3	0.8	97.0	1.3	12.8	6.6	0.5	0.6	-0.8	-5.7

Two records picked at random from the list so far, as already listed:
SMILES	NOD2 RIPK2 PPI	HTR2A ag	ABCB6 inh 2	N-glyco inh	SRC2 inh	ABHD5-PLIN5 inh	TLR9-MyD88 inh	MC4R antag cAMP	MC4R barr agon	H9c2 protect
O=C1CCC(=O)N1CC1CC2CCC1C2 (stereo not given)	-3.4	-10.5	99.0	0.7	0.9	6.1	-6.7	36.8*	0.5	1.8
N#C/C(=C(/O)c1ccc(Cl)c([N+](=O)[O-])c1)c1nc2ccccc2[nH]1	-11.2	1.4	92.0	1.0	-8.4	-2.3	2.5	5.9	-1.8	-15.3

This is a subset; rates above refer to the full screens.
